APEX1 inh = APE1 (human) endonuclease inhibition; P27695; recombinant APE1, TAMRA/BHQ-2 abasic DNA cleavage fluorescence; Potency, µM (top dose mostly 65.8 µM), inactives show at the highest dose activity change, negative = inhibition, hits mostly inhibitors; 0.35% of 350,000 active;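 note: plate controls were vehicle for no effect and reference inhibitor for full effect; nearly all actives have a fitted effect of over 55% in size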
Target sequence (P27695 whole entry, looked up): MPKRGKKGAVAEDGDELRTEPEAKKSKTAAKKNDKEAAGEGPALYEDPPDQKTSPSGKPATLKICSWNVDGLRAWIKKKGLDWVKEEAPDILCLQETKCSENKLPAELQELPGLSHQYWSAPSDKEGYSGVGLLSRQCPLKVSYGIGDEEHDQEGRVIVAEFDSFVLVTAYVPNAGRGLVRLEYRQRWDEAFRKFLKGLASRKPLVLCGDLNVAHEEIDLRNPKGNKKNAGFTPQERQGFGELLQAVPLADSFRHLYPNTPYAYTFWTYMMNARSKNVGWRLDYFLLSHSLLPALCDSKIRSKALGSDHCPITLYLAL
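0.75 nM APE1 + cpd, 15 min RT; start w/ 50 nM TAMRA/BHQ-2 THF-abasic dsDNA; kinetic fluor 525/598 nm ×3 reads @60 s; Δ(read3−read1); normalized to DMSO and NSC13755 control wells.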
POLK inh = DNA polymerase kappa (human) inhibition | Potency, µM (doses to about 107 µM), inactives show top-dose activity, negative = inhibition, usual class: inhibitors | purified Pol kappa, fluorescent DNA synthesis assay, 10 min | Q9UBT6 | 0.53% of 400,000 active; note: % is set by controls: 0 for no effect and ±100 for the full control effect
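Readout: fluorescence, taken kinetically at 0 and 10 min. Conditions: 10 nM Pol kappa, 15 min RT compound preincubation, 50 nM substrate final. Controls: enzyme-free buffer wells.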
BAZ2B block = inhibitors of human BAZ2B bromodomain; Potency, µM (titrated, usually from 114 µM), without a hit: at the top dose activity change, negative = inhibition, actives largely listed as inhibitors; Q9UIF8; 4.4% of 360,000 active; AlphaScreen BAZ2B-H3K14Ac peptide displacement; note: % is set by controls: 0 for no effect and ±100 for the full control effect; nearly all actives have a fitted effect of over 60% in size
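AlphaScreen displacement: compounds (up to 110uM) incubated 30 min at room temperature with a preformed 50 nM BAZ2B/50 nM biotinylated H3K14Ac peptide complex in PBS pH 7.4 with Tween-20. Donor and acceptor beads at 10 ug/mL final added, 20 min light-protected before reading.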
BLM helicase inh = blocks DNA unwinding by human BLM helicase | recombinant BLM DNA unwinding, fluorescence dequenching | 0.2% of 350,000 active | Potency, µM (titrated, usually from 56.1 µM), without a hit: at the highest dose activity change, negative = inhibition, most hits filed as inhibitors | AID 2528;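 note: plate controls were vehicle for no effect and no enzyme for full effect; nearly all actives have a fitted effect of over 35% in size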
Pol beta inh = DNA polymerase beta (human) inhibition; Pol beta primer extension/strand displacement, fluorescence kinetic; Potency, µM (top dose mostly 114 µM), for inactives: top-dose activity change, negative = inhibition, usual class: inhibitors; 1.3% of 340,000 active; AID 485314; note: % is set by controls: 0 for no effect and ±100 for the full control effect
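10 nM enzyme + cpd, 15 min RT; start with substrate 50 nM final; read 0 min and after 10 min RT. Corrected, normalized data; 4-parameter Hill curve fit.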
G9a inh = G9a (human) methyltransferase inhibition; Q96KQ7; G9a H3K9 monomethylation, AlphaScreen, 2 h; Potency, µM (series often up to 102 µM), for inactives: at the highest dose activity, negative = inhibition, most hits filed as inhibitors; 8.8% of 350,000 active; AID 504332; note: % is set by controls: 0 for no effect and ±100 for the full control effect; nearly all actives have a fitted effect of over 75% in size
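Step 1: enzyme (final 20 nM) with compound, 15 min RT. Step 2: substrate peptide 500 nM and SAM 20 uM, 2 h RT. Step 3: anti-H3K9me1 antibody and AlphaScreen beads, 10 min, then plate read.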
POLH inh = blocks human DNA polymerase eta activity | Q9Y253 | 1.2% of 390,000 active | recombinant Pol eta, fluorescent DNA replication assay | Potency, µM (top dose mostly 114 µM), for inactives: at the highest dose activity change, negative = inhibition, actives largely listed as inhibitors; note: % is set by controls: 0 for no effect and ±100 for the full control effect
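Pol eta at 10 nM preincubated with compounds 15 min at room temperature; reaction started with fluorescent substrate (50 nM final) and read kinetically at 0 and 10 min.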
Anesthetic bind = candidate novel general anesthetic via apoferritin binding. P02791. apoferritin/1-aminoanthracene competitive binding, fluorescence. Potency, µM (highest dose often 77.5 µM), for the others: at the top dose activity change, negative = displacement, most hits filed as inhibitors. 0.074% of 350,000 active. AID 485281; note: % is set by controls: 0 for no effect and ±100 for the full control effect; nearly all actives have a fitted effect of over 20% in size
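Steps: apoferritin (10 uM) was premixed with half-saturated 1-AMA in PBS, compounds were pin-transferred, plates stood 10 min at room temperature, fluorescence was read at 380/535 nm, and curves were fitted with a Hill equation.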
POLI inh = blocks human DNA polymerase iota activity; Q9UNA4; Pol iota fluorescent replication assay, 10 min; Potency, µM (highest dose often 115 µM), inactives show top-dose activity, negative = inhibition, usual class: inhibitors; 1% of 390,000 active
Target sequence (Q9UNA4 whole entry, looked up): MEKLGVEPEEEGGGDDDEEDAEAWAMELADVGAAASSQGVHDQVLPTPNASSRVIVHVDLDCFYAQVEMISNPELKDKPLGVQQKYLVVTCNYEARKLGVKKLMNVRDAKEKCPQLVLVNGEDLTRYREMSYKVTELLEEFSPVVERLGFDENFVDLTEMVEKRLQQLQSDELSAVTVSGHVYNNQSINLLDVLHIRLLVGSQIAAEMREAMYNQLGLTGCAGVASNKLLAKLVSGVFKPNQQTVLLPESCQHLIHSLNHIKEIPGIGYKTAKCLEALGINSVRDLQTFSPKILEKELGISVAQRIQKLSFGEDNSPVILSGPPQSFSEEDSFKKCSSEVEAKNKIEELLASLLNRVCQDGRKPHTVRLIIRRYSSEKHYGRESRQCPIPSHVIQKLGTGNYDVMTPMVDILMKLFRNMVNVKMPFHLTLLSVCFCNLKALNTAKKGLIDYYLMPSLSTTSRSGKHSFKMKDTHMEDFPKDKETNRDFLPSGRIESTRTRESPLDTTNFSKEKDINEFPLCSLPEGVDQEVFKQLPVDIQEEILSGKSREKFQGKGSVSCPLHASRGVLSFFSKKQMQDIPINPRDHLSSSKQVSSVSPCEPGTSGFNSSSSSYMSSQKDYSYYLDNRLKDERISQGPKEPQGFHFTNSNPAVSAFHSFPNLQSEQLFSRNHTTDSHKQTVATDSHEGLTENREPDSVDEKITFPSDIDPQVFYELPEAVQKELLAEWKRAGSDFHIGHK
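Pol iota at 10 nM preincubated 15 min with compounds at room temperature; reaction started with fluorescent substrate, 50 nM final. Fluorescence read kinetically at 0 and 10 min; buffer-only wells as negative control.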
* marks the source's active call; other numbers are inactive results; [ ] = another dose, or the depositor's remark. Calls come from the whole dose curve; as a rule, active = well fitted curve in the direction sought with a large enough effect; inconclusive = small, poorly fitted or top-dose-only effect, or another doubt; inactive = no such curve, though single readings can be large; an effect the other way counts as inactive or inconclusive. Potency is the fitted concentration of half-maximal effect.

The first two entries, to show the layout:
How did CCn1c(SCC(=O)Nc2nc(-c3ccccc3)cs2)nnc1-c1ccccc1O do in these assays?
APEX1 inh: 14%; POLK inh: -13%; BAZ2B block: 9%; BLM helicase inh: -10%; Pol beta inh: -12%; G9a inh: 0%[59 µM]; POLH inh: -20%; Anesthetic bind: inconclusive; POLI inh: 3%

What do the screens show for `COc1ccc(S(=O)(=O)c2c(Nc3ccc(F)cc3)sc(C(=O)c3ccc4c(c3)OCO4)c2N)cc1`?
POLK inh: 0%[60.1 µM]; BAZ2B block: -7%; BLM helicase inh: -6%; Pol beta inh: -27%; G9a inh: -6%[59 µM]; POLH inh: -14%; Anesthetic bind: 54%[activator]; POLI inh: -3%

The list itself, from the start:
How did CCn1c(SCC(=O)Nc2nc(-c3ccccc3)cs2)nnc1-c1ccccc1O do in these assays?
APEX1 inh: 14%; POLK inh: -13%; BAZ2B block: 9%; BLM helicase inh: -10%; Pol beta inh: -12%; G9a inh: 0%[59 µM]; POLH inh: -20%; Anesthetic bind: inconclusive; POLI inh: 3%

What do the screens show for `COc1ccc(S(=O)(=O)c2c(Nc3ccc(F)cc3)sc(C(=O)c3ccc4c(c3)OCO4)c2N)cc1`?
POLK inh: 0%[60.1 µM]; BAZ2B block: -7%; BLM helicase inh: -6%; Pol beta inh: -27%; G9a inh: -6%[59 µM]; POLH inh: -14%; Anesthetic bind: 54%[activator]; POLI inh: -3%

Results for COCCn1nnnc1C(C(C)C)N(Cc1cccnc1)Cc1ccccc1Cl (stereo unspecified) ?
APEX1 inh: 11%; POLK inh: -9%; BAZ2B block: -2%; BLM helicase inh: 0%; Pol beta inh: 14%; G9a inh: -2%[12.7 µM]; POLH inh: -21%; Anesthetic bind: 5%; POLI inh: -1%

What do the screens show for `COc1cc(OC)cc(-c2nc3ccccc3c(=O)o2)c1`?
APEX1 inh: 15%; POLK inh: -1%; BAZ2B block: 0%; BLM helicase inh: 0%; Pol beta inh: 6%; G9a inh: -8%[59 µM]; POLH inh: -14%; Anesthetic bind: 3%; POLI inh: 11%

Results for CCN1CCN(S(=O)(=O)c2ccc(Cl)c(C(=O)Nc3nnc(C)s3)c2)CC1 ?
APEX1 inh: -4%; POLK inh: 7%; BAZ2B block: -4%; G9a inh: -9%; POLH inh: 2%; POLI inh: 24%

What do the screens show for `S=C(c1ccc(-c2ccc(Cl)c(Cl)c2)o1)N1CCOCC1`?
APEX1 inh: 2%; POLK inh: 1%[60.1 µM]; BAZ2B block: 11µM*; BLM helicase inh: -3%; Pol beta inh: 1%; G9a inh: inconclusive; POLH inh: -4%; Anesthetic bind: -21%; POLI inh: inconclusive

What do the screens show for `COc1cc(/C=C/c2noc(-c3ccccc3O)n2)ccc1OC(C)=O`?
APEX1 inh: -3%; POLK inh: -12%; BAZ2B block: 0%; BLM helicase inh: -7%; Pol beta inh: 9%; G9a inh: -2%; POLH inh: -5%; Anesthetic bind: -4%; POLI inh: 18%

How did COC(=O)c1cn(NC(=O)C2CCC(C)CC2)c(=O)c2ccccc12 (stereo unspecified) do in these assays?
APEX1 inh: -4%; POLK inh: 5%; BAZ2B block: 2%; BLM helicase inh: -6%; Pol beta inh: 2%; G9a inh: 23%; POLH inh: 1%; Anesthetic bind: -10%; POLI inh: 15%

What do the screens show for `CC(C)C(=O)Nc1ccc(C(=O)NNC(=S)NC(=O)c2cccs2)cc1`?
APEX1 inh: 0%; POLK inh: -12%; BAZ2B block: 0%; BLM helicase inh: 1%; Pol beta inh: 5%; G9a inh: inconclusive; POLH inh: -19%; Anesthetic bind: -14%; POLI inh: 29%

Results for COc1ccc(C2N3CC4(C)CN2CC(C)(C3)C4O)cc1OC (stereo unspecified) ?
APEX1 inh: 24%; POLK inh: -7%; BAZ2B block: 2%; BLM helicase inh: 5%; Pol beta inh: 26%; G9a inh: -24%[59 µM]; POLH inh: 5%; Anesthetic bind: -3%; POLI inh: 4%

What do the screens show for `CSCCC(NC(=O)COc1ccccc1)C(=O)N1CC(C)CC(C)C1` (stereo unspecified)?
APEX1 inh: -3%; POLK inh: -3%; BAZ2B block: 0%; G9a inh: 13%[12.7 µM]; POLH inh: -16%; POLI inh: 18%

How did Cc1ccc(CN2CC(C(=O)Nc3nnc(SCc4c(Cl)cccc4Cl)s3)CC2=O)cc1 (stereo unspecified) do in these assays?
APEX1 inh: inconclusive; POLK inh: -25%; BAZ2B block: inconclusive; BLM helicase inh: -15%; Pol beta inh: 13µM*; G9a inh: 10µM*; POLH inh: inconclusive; Anesthetic bind: -19%; POLI inh: inconclusive

Results for CC(C)COP(=O)(c1ccc(N(C)C)cc1)C(O)c1ccc(N(C)C)cc1 (stereo unspecified) ?
APEX1 inh: 4%; POLK inh: 7%; BAZ2B block: -36%; BLM helicase inh: 1%; Pol beta inh: 93%; G9a inh: 40µM*; POLH inh: -2%; Anesthetic bind: -7%; POLI inh: 14%

Results for CCCNC(=O)C(Cc1ccccc1C)NC(=O)c1ccc(C#N)cc1 (stereo unspecified) ?
APEX1 inh: 8%; POLK inh: 14%; BAZ2B block: 12%; G9a inh: 5%[2.33 µM]; POLH inh: -6%; POLI inh: 48%[activator]

How did Cc1ccc(-n2c(C)cc(-c3csc(N)n3)c2C)cc1 do in these assays?
APEX1 inh: 5%; POLK inh: 3%; BAZ2B block: 56µM*; BLM helicase inh: -5%; Pol beta inh: 7%; G9a inh: 5µM*; POLH inh: -7%; Anesthetic bind: -9%; POLI inh: 13%

What do the screens show for `Brc1ccc2ncnc(NCc3ccccc3)c2c1`?
APEX1 inh: 3%; POLK inh: -11%; BAZ2B block: 9%; BLM helicase inh: 2%; Pol beta inh: 20%; G9a inh: 43%[12.7 µM]; POLH inh: -13%; Anesthetic bind: -5%; POLI inh: 4%

How did Cc1nn2c(C)c(C(=O)N3CCN(c4ccc(Cl)cc4)CC3)cnc2c1-c1ccc(F)cc1 do in these assays?
POLK inh: 0%; BAZ2B block: -14%; BLM helicase inh: -9%; Pol beta inh: -2%; G9a inh: -1%[59 µM]; POLH inh: -2%; Anesthetic bind: 4%; POLI inh: 2%

How did Cc1ccc(S(=O)(=O)N(CC(=O)Nc2cccnc2)c2ccc(Br)cc2)cc1 do in these assays?
APEX1 inh: -4%; POLK inh: -7%; BAZ2B block: inconclusive; BLM helicase inh: -8%; Pol beta inh: -2%; POLH inh: -21%; Anesthetic bind: 3%; POLI inh: -5%

What do the screens show for `CC(=O)Cc1nsc(NC(=O)c2ccc(-c3cc(Cl)ccc3Cl)o2)n1`?
APEX1 inh: -8%; POLK inh: 4%; BAZ2B block: -16%; BLM helicase inh: -6%; Pol beta inh: 6%; G9a inh: -23%; POLH inh: -11%; Anesthetic bind: -9%; POLI inh: 24%

Results for Cc1cc(C)c(NC(=O)CN2C(=O)NC3(CCCCC3)C2=O)c(C)c1 ?
APEX1 inh: 5%; POLK inh: -12%; BAZ2B block: 14%; BLM helicase inh: -2%; Pol beta inh: 7%; G9a inh: -7%[59 µM]; POLH inh: -14%; Anesthetic bind: -13%; POLI inh: 31%[activator]

Pulled by compound from the list above:
How did CCn1c(SCC(=O)Nc2nc(-c3ccccc3)cs2)nnc1-c1ccccc1O do in these assays?
APEX1 inh: 14%; POLK inh: -13%; BAZ2B block: 9%; BLM helicase inh: -10%; Pol beta inh: -12%; G9a inh: 0%[59 µM]; POLH inh: -20%; Anesthetic bind: inconclusive; POLI inh: 3%

What do the screens show for `COc1ccc(S(=O)(=O)c2c(Nc3ccc(F)cc3)sc(C(=O)c3ccc4c(c3)OCO4)c2N)cc1`?
POLK inh: 0%[60.1 µM]; BAZ2B block: -7%; BLM helicase inh: -6%; Pol beta inh: -27%; G9a inh: -6%[59 µM]; POLH inh: -14%; Anesthetic bind: 54%[activator]; POLI inh: -3%

Next records follow.
How did O=C(COc1ccc(Cl)cc1Cl)Nc1nc2n(n1)C(c1ccccc1)CC(=O)N2 (stereo unspecified) do in these assays?
APEX1 inh: 3%; POLK inh: -9%; BLM helicase inh: -3%; Pol beta inh: 6%; G9a inh: 1%[59 µM]; POLH inh: -14%; Anesthetic bind: -3%; POLI inh: -28%

How did O=C(NNC(=O)c1cccs1)c1ccc(Br)o1 do in these assays?
APEX1 inh: 2%; POLK inh: -10%; BAZ2B block: 0%; BLM helicase inh: -1%; Pol beta inh: 6%; G9a inh: -9%[59 µM]; POLH inh: -7%; Anesthetic bind: 3%; POLI inh: -1%

Results for O=C(c1ccc2nc(Cc3cccc(Cl)c3)oc2c1)N1CCOCC1 ?
APEX1 inh: -4%; POLK inh: -3%; BAZ2B block: 0%; BLM helicase inh: 2%; Pol beta inh: 48%; POLH inh: -6%; Anesthetic bind: -10%; POLI inh: 15%

What do the screens show for `O=S(=O)(c1ccccc1)N1c2cc(Cl)ccc2Oc2nc3ccccc3nc21`?
APEX1 inh: 0%; POLK inh: -19%; BAZ2B block: 25%; BLM helicase inh: -10%; Pol beta inh: -2%; G9a inh: -2%[59 µM]; POLH inh: -9%; Anesthetic bind: -7%; POLI inh: -4%

Results for CC(=O)c1ccc(OCCOc2ccc(Cl)c3cccnc23)cc1 ?
APEX1 inh: -2%; POLK inh: 6%; BAZ2B block: 11%; BLM helicase inh: -2%; Pol beta inh: 1%; G9a inh: 5%; POLH inh: -14%; Anesthetic bind: -17%; POLI inh: 17%

What do the screens show for `CCOC(=O)c1ccc(COC(=O)CNC(=O)CNC(=O)Cc2ccccc2)cc1`?
APEX1 inh: 23%; POLK inh: -2%; BAZ2B block: -1%; BLM helicase inh: 0%; Pol beta inh: -2%; G9a inh: 74%[activator]; POLH inh: -20%; Anesthetic bind: -2%; POLI inh: 19%

What do the screens show for `Cc1c(C(=O)Nc2ccc(Br)cc2F)oc2ccc(S(=O)(=O)N3CCC4(CC3)OCCO4)cc12`?
POLK inh: -5%[60.1 µM]; BAZ2B block: -1%; BLM helicase inh: -2%; Pol beta inh: -6%; G9a inh: 17%[59 µM]; POLH inh: 3%; Anesthetic bind: -3%; POLI inh: 13%

An excerpt (hit frequency here may not be typical).
